HCMV antiviral: qHTS Assay for inhibitors of the human cytomegalovirus (HCMV); hit rate 4.5% among 410,000; HFF cells, HCMV-luciferase reporter, 72 h; stronger effect = lower value; activity change, negative = inhibition, % at 57.5 µM; in the data active = activity change below about -60%; inconclusive = no clear call, values can overlap the other calls; inactive = above about -39%
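HFF cells seeded 16 h at 37C, treated with compounds, infected with luciferase-reporter HCMV at MOI 1 PFU/cell; luciferase read at 72 h post infection, normalized to buffer-only and Salinomycin controls.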
Sm TGR inh: qHTS Assay for the Inhibitors of Schistosoma Mansoni Peroxiredoxins. purified TGR, DTNB reduction, TNB absorbance 405 nm. Schistosoma mansoni thioredoxin glutathione reductase (TGR), Q962Y6. hit rate 3% among 360,000. Potency, µM (titrated, usually from 114 µM), inactives show top-dose activity change, negative = inhibition, usual class: inhibitors. AID 485364, 2010; note: potency is the fitted concentration of half-maximal effect; nearly all actives have a fitted effect of over 60% in size
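First, TGR (20 nM dispensed) and NADPH were mixed with compound. Second, a 15 min room-temperature incubation followed. Third, further NADPH and then DTNB were added to start the reaction. Finally, TNB absorbance was monitored kinetically.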
Giardia FBPA inh: qHTS Assay for Inhibitors of Fructose-1,6-bisphosphate Aldolase from Giardia Lamblia. A8B2U2. purified Giardia FBPA. Potency, µM (top dose mostly 59.6 µM), inactives show at the highest dose activity, negative = inhibition, hits mostly inhibitors. hit rate 0.71% among 290,000; note: potency is the fitted concentration of half-maximal effect; nearly all actives have a fitted effect of over 55% in size
Target sequence (A8B2U2 whole entry, looked up): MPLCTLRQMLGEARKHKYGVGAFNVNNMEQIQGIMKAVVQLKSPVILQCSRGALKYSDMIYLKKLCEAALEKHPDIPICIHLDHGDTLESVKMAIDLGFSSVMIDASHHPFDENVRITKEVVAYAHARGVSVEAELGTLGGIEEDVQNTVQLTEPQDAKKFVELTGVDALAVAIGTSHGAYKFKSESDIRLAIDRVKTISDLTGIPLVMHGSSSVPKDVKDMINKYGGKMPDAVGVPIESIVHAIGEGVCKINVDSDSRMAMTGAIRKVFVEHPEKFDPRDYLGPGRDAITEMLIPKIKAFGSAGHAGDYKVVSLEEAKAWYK
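40 nM FBPA preincubated 10 min at RT with compound (up to 57.5 uM final), then substrate plus GAPDH/TPI/NAD/arsenate coupling and diaphorase/resazurin added. Fluorescence read after 20 min at RT, 525/598 nm.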
AmpC inh detg: qHTS Inhibitors of AmpC Beta-Lactamase (assay with detergent); P00811; AmpC hydrolysis of nitrocefin, absorbance 480 nm, 0.01% Triton; Potency, µM (highest dose often 114 µM), without a hit: at the top dose activity change, negative = inhibition, actives largely listed as inhibitors; hit rate 0.041% among 370,000;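 note: potency is the fitted concentration of half-maximal effect; 0% = no-compound wells and -100% = no-enzyme wells; nearly all actives have a fitted effect of over 25% in size; some results filed as inactive show a strong effect at the top dose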
Target sequence (P00811 whole entry, looked up): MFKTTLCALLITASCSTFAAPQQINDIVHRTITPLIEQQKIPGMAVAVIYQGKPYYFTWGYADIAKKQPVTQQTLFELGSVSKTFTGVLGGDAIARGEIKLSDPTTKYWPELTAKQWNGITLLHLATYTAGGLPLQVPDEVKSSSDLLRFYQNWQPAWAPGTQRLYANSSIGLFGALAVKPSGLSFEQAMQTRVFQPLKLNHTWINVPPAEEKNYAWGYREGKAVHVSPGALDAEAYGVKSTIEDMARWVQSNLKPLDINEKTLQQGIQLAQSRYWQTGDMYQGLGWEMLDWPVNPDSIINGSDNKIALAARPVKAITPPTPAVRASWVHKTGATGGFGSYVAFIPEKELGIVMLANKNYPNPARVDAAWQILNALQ
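AmpC (5.3 nM in the dispensed reagent) in 20 mM phosphate pH 7.0 with 0.01% (detergent screen) or 0.0001% Triton X-100 was preincubated with compounds for 15 min at room temperature. Nitrocefin was then added from an 800 uM solution, and hydrolysis was followed at 480 nm.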
AmpC no deterg: qHTS Inhibitors of AmpC Beta-Lactamase (assay without detergent). AmpC nitrocefin hydrolysis, absorbance 480 nm, 0.0001% Triton. Potency, µM (doses to about 57.1 µM), without a hit: at the highest dose activity change, negative = inhibition, hits mostly inhibitors. P00811. hit rate 0.52% among 330,000;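 note: potency is the fitted concentration of half-maximal effect; plate controls were no compound for no effect and no enzyme for full effect; nearly all actives have a fitted effect of over 20% in size; some results filed as inactive show a strong effect at the top dose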
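AmpC (5.3 nM in the dispensed reagent) in 20 mM phosphate pH 7.0 with 0.01% (detergent screen) or 0.0001% Triton X-100 was preincubated with compounds for 15 min at room temperature. Nitrocefin was then added from an 800 uM solution, and hydrolysis was followed at 480 nm.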
HCV inhibitor: qHTS Assay for Inhibitors of Hepatitis C Virus (HCV); Huh7.5.1 HCVcc-Cre infection, luciferase reporter, 44 h; hit rate 3.4% among 340,000; Potency, µM (top dose mostly 41.8 µM), for inactives: top-dose activity change, negative = inhibition, usual class: inhibitors; note: potency is the fitted concentration of half-maximal effect
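1,000 cells/well; 4 h culture; + compound; + HCVcc-Cre (~0.5 moi); 44 h; luciferase substrate, RT 15 min; read 15 sec.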
Active calls of the source: *; ? = inconclusive; · = not tested or not shown; & = joins results of further samples; [ ] = remark or other dose. Unless noted, calls come from the whole dose curve; as a rule, active = well fitted curve in the direction sought with a large enough effect; inconclusive = small, poorly fitted or top-dose-only effect, or another doubt; inactive = no such curve, though single readings can be large; an effect the other way counts as inactive or inconclusive. Unless noted, % is set by controls: 0 for no effect and ±100 for the full control effect. Random draw from the library; overall some 9.9% were active at least once.

| molecule | HCMV antiviral | Sm TGR inh | Giardia FBPA inh | AmpC inh detg | AmpC no deterg | HCV inhibitor |
| --- | --- | --- | --- | --- | --- | --- |
| CC(C)Cc1nnc(NC(=O)c2cc([N+](=O)[O-])ccc2N2CCOCC2)s1 | · | -1.8% | ? | -6.0% | -9.7% | · |
| N#CCCN(Cc1cccnc1)C(=O)c1sc2cc(F)ccc2c1Cl | ? | 6.3% | 0.8% | 7.1% | 38.5% | ? |
| CC(C)COc1cc(=O)[nH]c(SCC(C)C)n1 | ? | 2.6% | -11.4% | -2.2% | · | ? |
| Cc1cccc(N2CCN(C(=O)c3ccc4c(c3)OCCO4)CC2C)c1 (centres undefined) | -1.5 | 1.0% | 0.9% | -5.7% | 41.8% | 16.2% |
| Cc1ccc(CSCCNS(=O)(=O)c2ccccc2)cc1 | ? | -2.8% | 3.7% | -18.5% | -18.4% | -16.5% |
| Cc1ccc(OCc2nnc(SCC(=O)c3cccc([N+](=O)[O-])c3)n2C)cc1 | -22.4 | -13.3% | 20.2% | -6.5% | -29.7% | 8.91µM* |
| COC(=O)Cn1c(=NC(=O)C(C)(C)C)sc2c(C)cc(C)cc21 | 78.1 | 2.5% | -0.5% | -19.7% | ? | 15.1% |
| C[C@H](NC(=O)c1ccc(C(C)(C)C)cc1)C(=O)N1CCOCC1 | -1.3 | · | · | · | -6.4% | 7.4% |
| Cc1ccc(-c2cc(-c3ccccc3[N+](=O)[O-])[nH]n2)c(O)c1 | 162.9 | -12.3% | -7.8% | -9.1% | -30.1% | -28.8% |
| Cc1ccccc1-c1noc(-c2ccccc2C(=O)O)n1 | 66.3 | 8.8% | 14.0% | -0.9% | -15.0% | 18.6% |
| Cc1ccc(-c2ccc(=O)n(CC(=O)N3CCN(c4cccc(C)c4)C(C)C3)n2)cc1 (centres undefined) | ? | 6.6% | -2.5% | 0.2% | 158.6%[activator] | ? |
| CC(C)(C)c1cc(C(C)(C)C)n(-c2ccccc2)n1 | -26.7 | -2.2% | 8.9% | ? | -8.3% | 4.4% |
| CC[C@]12c3[nH]c4ccccc4c3CCN1C(=O)C(CC(=O)NCCC1=CCCCC1)C[C@@H]2C(=O)N1CCN(C(=O)C2CC2)CC1 (some centres undefined) | 4.3 | · | · | · | 17.6% | 6.4% |
| Cc1cc(Cl)ccc1OCCCC(=O)NNC(=O)c1ccccc1O | -7.0 | 6.5% | · | -5.1% | -39.4% | ? |
| Cc1ccc(NC(=O)CNC(=O)c2cccc(C)c2)nc1 | 0.2 | 13.0% | · | 6.6% | 1.5% | ? |
| O=C(Nc1ccccc1N1CCCCC1)c1cc(S(=O)(=O)N2CCOCC2)ccc1Cl | -18.3 | 7.4% | · | -14.9% | 79.2%[activator] | ? |
| CCC(=O)N1CCc2cc(S(=O)(=O)CCC(=O)N3CCN(c4ccccc4Cl)CC3)ccc21 | 14.0 | -10.2% | · | -4.0% | · | · |
| COC(=O)c1ccc(NC(=O)c2cccc(NC(=O)c3ccco3)c2)cc1 | 55.9 | 6.3% | -3.4% | -6.4% | -21.9% | ? |
| CCC(CO)Oc1cc(NC(=O)c2ccccc2N)c2ncn(C(C)C)c2c1 (centres undefined) | 8.4 | · | · | · | -20.1% | ? |
| COc1cccc(OC)c1/C(O)=C(\C#N)c1nc2ccccc2[nH]1 | 21.5 | 2.2% | -3.2% | 5.6% | -10.5% | -4.0% |
| O=C(c1ccco1)N1CCN(CC(O)COc2ccc(Br)cc2)CC1 (centres undefined) | -30.9 | 44.7µM* | -4.6% | -9.8% | 90.9%[activator] | -10.3% |
| CC(C)CCNC(=O)CCCc1ccccc1 | -7.2 | · | -0.8% | -5.5% | 7.9% | 7.7% |
| CCC(=O)c1ccc(OCC(=O)Nc2nc(-c3cccnc3)cs2)cc1 | 1.5 | -4.2% | · | -13.9% | -14.0% | 13.7% |
| CCOn1c(=O)c[n+]([O-])c2ccccc21 | -29.3 | 3.0% | 0.9% | -6.0% | 24.8% | 16.8% |
| COc1ccc([N+](=O)[O-])cc1NC(=O)CCSCCc1ccccn1 | 16.7 | 9.5% | -22.3% | 3.3% | -2.2% | -17.7% |
| O=C(COc1ccccc1C(=O)NCC1CCCO1)Nc1ccc(Cl)cc1Cl (centres undefined) | ? | -7.4% | 1.1% | -6.5% | 27.3% | -18.2% |
| CC(=O)N1CCC(N(Cc2ccco2)C(=O)Nc2ccc(C)c(Cl)c2)CC1 | 3.4 | 5.9% | · | 4.0% | · | · |
| O=C(NC1CCN(C(=O)N2c3ccccc3Sc3ccccc32)CC1)c1ccccc1F | ? | 16.1% | 0.4% | 1.4% | 80.4%[activator] | ? |
| Cc1ccc(C)c(OCC(=O)Nc2ccc(C(=O)O)cc2NC(=O)COc2cc(C)ccc2C)c1 | -13.4 | -3.1% | 10.9% | -3.0% | 32.6% | -1.2% |
| CCN(C(=O)COC(=O)c1ccc2ccccc2n1)c1c(N)n(Cc2ccccc2)c(=O)[nH]c1=O | -30.2 | -1.4% | · | -14.1% | -11.9% | 6.4% |
| Cn1ncc(N2CCN(S(=O)(=O)c3ccc(Br)cc3)CC2)c(Cl)c1=O | -17.8 | 5.9% | 3.8% | -11.9% | -38.4% | -8.4% |
| Cc1c2cnn(CC(=O)NCCc3ccccc3)c(=O)c2c(C)n1Cc1ccccc1Cl | 5.8 | -3.3% | · | -9.5% | · | · |
| CCOC(=O)C1=C(CC)Nc2ccccc2N/C1=N\S(=O)(=O)c1ccccc1F | 3.4 | -1.9% | · | -13.2% | -31.4% | 6.6% |
| O=C(CCCOc1ccccc1)N1CCN(S(=O)(=O)c2ccc(Cl)cc2)CC1 | -16.6 | 5.8% | · | 5.1% | -13.0% | -8.4% |
| O=C(Nc1cccc(Cl)c1N1CCOCC1)c1ccc(Br)o1 | ? | 5.6% | · | 13.4% | -8.4% | ? |
| CSc1ccc(C(=O)C2CCCN(C(=O)CN3CCOC3=O)C2)cc1 (centres undefined) | 7.6 | ? | · | 5.1% | -0.3% | · |
| Cc1cccc2c(=O)c(-c3ccc(Cl)cc3)c(NC(=O)c3ccco3)oc12 | 18.4 | -9.0% | -13.4% | -1.9% | -57.5% | -6.4% |
| Cc1ccc(S(=O)(=O)NC(=O)NN2CCCCCC2)cc1 | -25.7 | 0.2% | ? | -4.9% | -6.7% | 9.1%[8.37 µM] |
| CCOc1ccc(N=C(NC#N)SCC(=O)NC2CC2)cc1 | -12.3 | 3.4% | -0.7% | -15.4% | -38.0% | ? |
| NC(=O)C1CCN(C(=O)CNC(=O)c2ccc(F)cc2)CC1 | -26.0 | · | · | · | 0.4% | 8.6% |

Next section.
Codes – A = HCMV antiviral; B = Sm TGR inh; C = Giardia FBPA inh; D = AmpC inh detg; E = AmpC no deterg; F = HCV inhibitor
COc1cccc(-n2c(CN3CCN(c4ccc(C)cc4)C(C)C3)nc3ccc([N+](=O)[O-])cc3c2=O)c1 (centres undefined)
  A: 18.1; B: 0.5%; C: -10.6%; D: -16.7%; E: -25.2%; F: 10.0%
O=C(OCC(=O)N1CCCc2ccccc21)c1ccccc1OC(F)F
  A: -26.2; B: ·; C: ·; D: ·; E: -17.6%; F: -12.1%
CCOC(=O)c1ccccc1NC(=O)CN1C(=O)CCS(=O)(=O)c2ccccc21
  A: -9.6; B: 39.8µM*; C: 5.6%; D: -4.2%; E: -21.1%; F: 8.3%&-17.1%
CCN(CC)S(=O)(=O)c1ccc(C(=O)NCC2CCCCC2)cc1
  A: -2.7; B: 7.5%; C: 2.8%; D: -14.7%; E: -4.0%; F: 5.4%
CCCC(=O)Nc1nc(-c2ccc3c(c2)OCCO3)cs1
  A: -9.0; B: 2.7%; C: -6.7%; D: ?; E: 11.2µM*; F: ?
O=C(O)c1ccc(N2C(=O)CCCC2=O)cc1
  A: 8.6; B: -2.1%; C: -0.1%; D: 2.8%; E: 2.5%; F: 5.2%
COc1ccc(C(=O)NC(C)c2nc3ccccc3[nH]2)cc1OC (centres undefined)
  A: 0.9; B: -7.7%; C: -17.4%; D: -1.9%; E: -7.7%; F: 3.1%&-4.8%
O=C(COn1nnc2ccc(C(F)(F)F)cc21)Nc1c(Cl)cccc1Cl
  A: -7.5; B: -17.9%; C: 11.4%; D: -3.3%; E: -29.0%; F: -9.2%
Cc1cccc(/C(N)=N/OC(=O)COc2ccc(Cl)c(C)c2)c1
  A: -21.0; B: 2.9%; C: 1.7%; D: ?; E: -32.0%; F: -6.1%
Cc1ccc(NC(=O)Cn2cc(C(F)(F)F)cc(Cl)c2=O)cc1Cl
  A: -13.7; B: -6.2%; C: 3.7%; D: ?; E: -9.9%[2.29 µM]; F: 6.3%
COc1ccc(CCNC(=O)c2ccc3c(c2)N(Cc2cccc(Cl)c2)C(=O)c2ccccc2S3=O)cc1OC (centres undefined)
  A: ?; B: 17.8%; C: ·; D: -2.4%; E: ·; F: ·
Cc1c(NS(C)(=O)=O)cccc1-c1nc2cccnc2s1
  A: 5.1; B: 5.4%; C: 2.1%; D: 2.6%; E: -5.1%; F: -19.9%
OCCNC(=S)Nc1ccc2c(c1)OCCO2
  A: 23.7; B: 14.7%; C: -12.0%; D: -11.5%; E: -5.9%; F: 18.7%
CCc1cc2c(cc3c(=O)n(CC(=O)N4CCN(c5cc(Cl)ccc5C)CC4)ncn32)s1
  A: 85.8; B: 7.4%; C: ·; D: 1.0%; E: ·; F: ·
COc1cccc(NC(=O)C2CCCO2)c1 (centres undefined)
  A: 29.1; B: -11.8%; C: 5.1%; D: -4.8%; E: -10.7%; F: 1.6%
COc1cccc(NC(=O)CN2C(=O)C(=O)N(C3CCCC3)C2=O)c1
  A: 56.9; B: ·; C: ·; D: ·; E: -12.4%; F: 14.4%

Compounds above containing an aryl methoxy group (seven):
Codes – A = HCMV antiviral; B = Sm TGR inh; C = Giardia FBPA inh; D = AmpC inh detg; E = AmpC no deterg; F = HCV inhibitor
COc1cccc(OC)c1/C(O)=C(\C#N)c1nc2ccccc2[nH]1
  A: 21.5; B: 2.2%; C: -3.2%; D: 5.6%; E: -10.5%; F: -4.0%
COc1ccc([N+](=O)[O-])cc1NC(=O)CCSCCc1ccccn1
  A: 16.7; B: 9.5%; C: -22.3%; D: 3.3%; E: -2.2%; F: -17.7%
COc1cccc(-n2c(CN3CCN(c4ccc(C)cc4)C(C)C3)nc3ccc([N+](=O)[O-])cc3c2=O)c1 (centres undefined)
  A: 18.1; B: 0.5%; C: -10.6%; D: -16.7%; E: -25.2%; F: 10.0%
COc1ccc(C(=O)NC(C)c2nc3ccccc3[nH]2)cc1OC (centres undefined)
  A: 0.9; B: -7.7%; C: -17.4%; D: -1.9%; E: -7.7%; F: 3.1%&-4.8%
COc1ccc(CCNC(=O)c2ccc3c(c2)N(Cc2cccc(Cl)c2)C(=O)c2ccccc2S3=O)cc1OC (centres undefined)
  A: ?; B: 17.8%; C: ·; D: -2.4%; E: ·; F: ·
COc1cccc(NC(=O)C2CCCO2)c1 (centres undefined)
  A: 29.1; B: -11.8%; C: 5.1%; D: -4.8%; E: -10.7%; F: 1.6%
COc1cccc(NC(=O)CN2C(=O)C(=O)N(C3CCCC3)C2=O)c1
  A: 56.9; B: ·; C: ·; D: ·; E: -12.4%; F: 14.4%
